HSF1 inhib: HSF1 inhibitors in luciferase reporter cells, primary screen, cell-based, NIH3T3, luminescence; 0.77% of 300,000 active; activity change, negative = inhibition, % at 7.5 µM (by protocol); NIH3T3-HGL HSE-luciferase, MG132-induced, luminescence 8 h; stronger effect = lower value;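 active means more than half of replicate wells show activity change below -50%, luminescence cut by over half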;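 further: luciferase reports HSF-1 transcriptional activity via heat shock element; 0% = median of DMSO wells and -100% = zero luminescence signal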
HSP90 refold inh: HSP90 inhibitors, primary screen, cell lysate, luminescence | 0.91% of 290,000 active | AID 1789, 2009 | inhibition, % at 5.6 µM | Rabbit reticulocyte lysate, luciferase refolding luminescence, 3 h | Heat shock protein HSP 90 (rabbit reticulocyte lysate; luciferase refolding);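 active means inhibition above the screen-wide mean plus 3 SD, computed separately per campaign, cut at about 16% in these data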;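 further: 0% = DMSO wells and 100% = 60 µM geldanamycin wells; inhibitors lower the luminescence because luciferase stays unfolded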
HSF-1 act: HSF-1 activators, primary screen, NIH3T3-HGL cells, MG132 stress, luminescence, single point; NIH3T3-HGL HSF-1 luciferase reporter, 8 h; 100% = twice DMSO control signal; activation, % at 9 µM; 1.7% of 300,000 active; AID 504408, 2011;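 active means mean replicate activation of at least 50% with a set share of replicates each reaching 50%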;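 further: 0% = median of the neutral control wells and 100% = twice that signal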
aSyn UTR inh: MLPCN primary screen, SNCA 5' untranslated region; alpha-synuclein 5'UTR reporter, inhibitor activity; inhibition, % (tested at 7.5 µM); 0.82% of 300,000 active; in the data active means inhibition above about 60%;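 further: H4 neuroglioblastoma cells stably carrying SNCA 5'UTR luciferase fusion; 0% = DMSO wells and 100% = positive control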
SKKanGAS inh: S. pyogenes SKKanGAS growth inhibitors in kanamycin, primary screen, streptokinase expression inhibitor project, SKKanGAS strain, BacTiter-Glo luminescence; 6 h; inhibition, % at 7.5 µM; 1.3% of 300,000 active;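 active means mean replicate score, as percent of positive control median, at least 50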;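 further: strain carries kanamycin resistance gene driven by streptokinase promoter and grows in 40 µg/ml kanamycin; loss of luminescence reflects streptokinase promoter inhibition or plain growth inhibition; 0% = median of DMSO wells and 100% = positive control at its reference dose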
Platelet DG rel: inhibitors of platelet dense granule secretion, primary screen, cell-based, MLPCN, human platelets. human platelet-rich plasma, SFLLRN dense granule ATP release, luminescence. inhibition, %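 (compounds screened at 7.5 µM in platelet-rich plasma)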. 0.22% of 300,000 active;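 active means mean replicate score, as percent of positive control, at or above 50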
KLF5 inhibitor: KLF5 expression inhibitors, primary screen, DLD-1 cells, luminescence; DLD-1 KLF5 promoter-luciferase reporter; inhibition, % at 5 µM; 0.23% of 290,000 active;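 active means inhibition above a per-plate limit of that plate's mean compound inhibition plus 3 SD, cut at about 60% in these data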;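 further: 0% = DMSO wells and 100% = LY294002 at 200 µM; higher means less KLF5 promoter-driven luciferase light; inactives centre near -14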
IEC-6 tox: cytotoxicity in IEC-6 intestinal epithelial cells, primary screen, cytotoxicity control for KLF5 inhibitor project, cell-based, luminescence; 0.78% of 290,000 active; AID 1825, 2009; IEC-6 cytotoxicity, luminescence viability; inhibition, % at 5 µM; in the data active means inhibition above about 22%;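 further: 0% = plate median of test compound wells and 100% = cytotoxic reference compound wells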
HIF act: HIF pathway transcriptional activators, primary screen, cell-based, U2OS HRE-luciferase, luminescence; U2OS HRE-luciferase reporter; normalized: DMSO 0%, desferrioxamine 100%; activation, % at 7.5 µM (by protocol); 0.32% of 300,000 active;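 active means mean activation of at least 10% of the iron chelator positive control signal, with at least half of replicates also reaching 10%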
AI-2 QS mod: Vibrio harveyi AI-2 quorum sensing modulators, primary screen, JMH597 strain, luminescence/OD600 ratio; 0.4% of 300,000 active; activity change, % at 7.5 µM; Vibrio harveyi JMH597 AI-2 luminescence/OD600 ratio, 9 h; stronger effect = lower value; strain lacks LuxN and CqsS sensors; 0 = neutral-control median; in the data active means activity change below about -75%, passing the limit was not always enough;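 further: luminescence divided by OD600 gain over 9 h not by final OD600 alone; inactives centre near 13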
The depositor's hits bear a star; / = no result given. Outcome played no part in choosing rows; any-hit rate near 6%.

Structure	HSF1 inhib	HSP90 refold inh	HSF-1 act	aSyn UTR inh	SKKanGAS inh	Platelet DG rel	KLF5 inhibitor	IEC-6 tox	HIF act	AI-2 QS mod
COc1ccccc1NS(=O)(=O)c1cc(NC(=O)c2cccs2)ccc1N1CCCC1	1	-3	19	-25	9	-1	-41	-6	-0.2	40
Cc1ccc2cc(CCNC(=O)c3ccc(S(=O)(=O)N4CCOCC4)cc3)c(=O)[nH]c2c1C	0	-2	5	-2	2	-6	-2	4	0.0	8
Cc1cc(N2C(=O)CC(N3CCN(C(c4ccccc4)c4ccccc4)CC3)C2=O)no1 (centres undefined)	-8	-2	-6	1	0	0	-32	3	-0.2	14
CCCOc1ccc(NCC(=O)Nc2ccc(C)cc2C)cc1	-45	3	-44	-1	-3	-7	-45	3	-0.3	33
CCOC(=O)c1cc2c(nc1C)-c1cc(Cl)cc(Cl)c1OC2O (centres undefined)	6	-3	2	-1	/	-1	5	-4	0.5	22
CCCN(CCC)CCCNC(=O)c1cc2c(-c3ccc(OC)c(OC)c3)nn(C)c2s1	-5	-3	7	-35	1	11	-30	8	1.3	15
COc1ccc(CCNC(=O)C2(C)CCC(=O)N2CCC(C)C)cc1OC (centres undefined)	-4	3	6	-3	-1	23	-29	-6	-0.1	13
O=C(CNC(=O)N1CC(=O)Nc2ccccc21)Nc1nccs1	-4	-6	-20	-4	-3	-1	-22	0	0.4	7
CC1CCCCC1NC(=O)CCCCn1c(=O)[nH]c2ccsc2c1=O (centres undefined)	3	-4	4	9	0	-15	9	6	-0.1	8
CCC(=O)N1CCc2cc(S(=O)(=O)NCCC(=O)N3CCN(c4cccc(C)c4)C(C)C3)ccc21 (centres undefined)	4	-2	4	35	-2	3	1	-2	-0.4	21
CC(C)CN(C(=O)CSc1nnnn1-c1ccccc1)c1c(N)n(CC(C)C)c(=O)[nH]c1=O	-11	-2	-4	12	-5	3	-7	-4	-1.3	41
Cc1[nH]c2ccc(C(=O)N3CCCC3)cc2c1C	3	2	-20	-39	-3	2	-10	-5	0.1	7
COC(=O)CNC(=O)C1CCN(S(=O)(=O)c2cccc3nsnc23)CC1	-4	0	-2	-5	9	-4	-31	-1	0.7	30
CC(C)(C)c1ccc(SCCc2cccnc2)cc1	33	-4	35	-123	14	11	-72	-8	2.8	17
Cc1ccc(NC(=O)Cc2nnc(SCC(=O)Nc3nncs3)n2C)c(C)c1	-9	-1	-5	-4	0	-9	1	1	-0.5	9

3 structures from above, sorted by heavy-atom count, smallest number first:
Structure	HSF1 inhib	HSP90 refold inh	HSF-1 act	aSyn UTR inh	SKKanGAS inh	Platelet DG rel	KLF5 inhibitor	IEC-6 tox	HIF act	AI-2 QS mod
O=C(CNC(=O)N1CC(=O)Nc2ccccc21)Nc1nccs1	-4	-6	-20	-4	-3	-1	-22	0	0.4	7
CCCN(CCC)CCCNC(=O)c1cc2c(-c3ccc(OC)c(OC)c3)nn(C)c2s1	-5	-3	7	-35	1	11	-30	8	1.3	15
Cc1ccc2cc(CCNC(=O)c3ccc(S(=O)(=O)N4CCOCC4)cc3)c(=O)[nH]c2c1C	0	-2	5	-2	2	-6	-2	4	0.0	8

Continued:
Structure	HSF1 inhib	HSP90 refold inh	HSF-1 act	aSyn UTR inh	SKKanGAS inh	Platelet DG rel	KLF5 inhibitor	IEC-6 tox	HIF act	AI-2 QS mod
CCOc1ccc(C(=O)Nc2ccc(NC(=O)c3ccco3)c(Cl)c2)cc1Br	-9	3	6	13	-7	-7	-22	3	-1.9	38
CCOc1ccc(NC(=O)N(CCC(C)C)C2CCN(C(C)=O)CC2)cc1	-13	-3	-26	19	3	1	-25	1	-0.1	28
c1ccc(-c2csc(N3CCN(c4ccccn4)CC3)n2)cc1	17	-2	43	-77	-21	1	-13	-2	2.4	10
COc1cc2ccc3c(CCN(C)C)cc(OC)c(OC)c3c2cc1OC	-4	-3	-3	2	2	2	3	-7	0.0	26
COc1cc(C(=O)Nc2ccc(NC(=O)c3ccccc3Cl)nc2)cc(OC)c1OC	-3	2	1	-7	6	-4	-17	5	1.2	12
O=C(NCCc1ccccc1)c1ccc(Cl)c(S(=O)(=O)N2CCOCC2)c1	1	-2	-4	-47	-1	-7	-44	1	1.8	17
Cc1ccc(-c2nn(-c3ccccc3)cc2C=O)o1	29	-1	32	-88	-3	-2	-24	-5	2.6	16
Cc1ccc(-c2nc3cc(Br)cnc3nc2-c2ccc(C)cc2)cc1	-6	-1	-3	-33	40	-5	-4	-8	1.0	26
CC(C)OC(=O)CSc1nnc(CNc2ccc(Cl)cc2)n1C	0	2	-3	-2	-6	-5	-7	2	-0.3	-3
Cc1ccc(N(CC(=O)N2CCc3ccccc3C2)S(C)(=O)=O)cc1	-5	3	-1	-5	11	-1	-26	-3	-0.2	-1
CC(C)(C)C(=O)NC1CC2CCCC(C1)N2C(=O)Nc1ccccc1 (centres undefined)	1	5	2	0	1	-1	17	5	-0.1	-8
Cc1nc2c([nH]c3ccc(Br)cc32)s1	2	3	12	-35	-6	5	-38	-2	1.1	13
O=C1C=C(Nc2ccc(O)cc2)C(=O)c2ccccc21	58	11	64*	67*	29	74*	-128	25*	0.3	21
O=C1CC(N(Cc2cccs2)C(=O)Nc2ccccc2)C(=O)N1c1ccc(Cl)cc1 (centres undefined)	7	-3	26	17	-5	22	-26	-8	-21	14
C=CCNC(=O)/C(C#N)=C/c1c(N2CCN(c3ccc(OC)cc3)CC2)nc2c(C)cccn2c1=O	1	3	6	7	16	4	-24	-3	1.0	10
CC(Sc1nnc(COc2ccc(Cl)cc2)n1Cc1ccccc1)C(=O)O (centres undefined)	1	3	-1	4	1	8	-13	-4	-0.5	13
O=C(CSc1n[nH]c(=O)n1Cc1ccccc1)Nc1ccc(F)c(F)c1F	10	-1	21	9	-5	-3	3	-6	0.4	15
Cc1nn(CCOc2ccccc2Cl)c(C)c1[N+](=O)[O-]	6	3	28	-5	20	7	-18	0	1.1	14
CC(C)N(Cc1nc(-c2ccccc2)no1)C(=O)C(Cl)(Cl)Cl	-12	2	-6	-6	14	1	-11	3	-0.6	/
COc1ccc(Br)cc1C1NC(=O)NC(C)=C1C(=O)N(C)C (centres undefined)	2	-1	2	15	-1	2	-20	-2	-0.4	4
COC(=O)/C(=C/c1ccc2c(c1)c1ccccc1n2C)NC(=O)c1ccccc1	31	-6	73*	-68	4	0	-31	2	1.7	2
CC#CCC(CC#CC)c1nc2ccccc2c(=O)n1N	-3	2	0	29	4	1	-9	0	-0.2	9
COc1ccccc1/C=C/C(=O)Nc1cccnc1	5	5	3	-76	1	4	-51	3	1.8	-10
CC(OC(=O)CCCCCN=C1NS(=O)(=O)c2ccccc21)C(=O)Nc1cc(Cl)cc(Cl)c1 (centres undefined)	14	4	29	17	36	22	-31	-1	-0.6	29
Cc1cc(OC(C)C(=O)NCc2cccnc2)c2c(C)c(C)c(=O)oc2c1 (centres undefined)	1	3	20	-14	-2	4	-30	2	-0.3	4
O=C(CCl)N(CCc1ccccc1)CCc1ccccc1	-3	4	-2	-20	19	0	-32	-5	0.0	-8
O=C(CNC1CC1)Nc1cc(C(F)(F)F)ccc1Cl	2	-3	6	8	0	0	-4	-3	0.1	6
O=C1CCCC(=O)N1c1ccc(Oc2ccc(Cl)cc2)cc1	5	0	-2	5	6	-13	-19	0	2.8	-84*
Cc1cc(=O)oc2c3c(cc(OCC(=O)NCC(=O)N[C@H](C(=O)O)C(C)C)c12)OC(C)(C)CC3	7	-1	-8	7	-1	2	-11	-8	-0.9	15
CCOC(=O)N1CCN(S(=O)(=O)c2ccc(C(=O)Nc3sc4c(c3C(N)=O)CCN(CC)C4)cc2)CC1	-5	-3	11	-5	-3	5	-7	-4	-0.4	23

Fetched one by one from above, five records:
Structure	HSF1 inhib	HSP90 refold inh	HSF-1 act	aSyn UTR inh	SKKanGAS inh	Platelet DG rel	KLF5 inhibitor	IEC-6 tox	HIF act	AI-2 QS mod
Cc1cc(=O)oc2c3c(cc(OCC(=O)NCC(=O)N[C@H](C(=O)O)C(C)C)c12)OC(C)(C)CC3	7	-1	-8	7	-1	2	-11	-8	-0.9	15
CC(Sc1nnc(COc2ccc(Cl)cc2)n1Cc1ccccc1)C(=O)O (centres undefined)	1	3	-1	4	1	8	-13	-4	-0.5	13
CCOC(=O)N1CCN(S(=O)(=O)c2ccc(C(=O)Nc3sc4c(c3C(N)=O)CCN(CC)C4)cc2)CC1	-5	-3	11	-5	-3	5	-7	-4	-0.4	23
CC(C)N(Cc1nc(-c2ccccc2)no1)C(=O)C(Cl)(Cl)Cl	-12	2	-6	-6	14	1	-11	3	-0.6	/
COc1ccc(Br)cc1C1NC(=O)NC(C)=C1C(=O)N(C)C (centres undefined)	2	-1	2	15	-1	2	-20	-2	-0.4	4

Next part.
Structure	HSF1 inhib	HSP90 refold inh	HSF-1 act	aSyn UTR inh	SKKanGAS inh	Platelet DG rel	KLF5 inhibitor	IEC-6 tox	HIF act	AI-2 QS mod
Cn1c(=O)c2c(ncn2CC(=O)OCC(=O)NCc2ccccc2Cl)n(C)c1=O	/	-2	/	12	-1	-3	12	2	/	2
OC(CNCC1CCCO1)Cn1c2ccc(Br)cc2c2cc(Br)ccc21 (centres undefined)	3	9	2	5	52*	-5	-10	0	-1.6	6
CCOC(=O)N1CCN(c2cc(=O)n(C3CCCCC3)c(=O)[nH]2)CC1	-1	2	7	26	-1	-23	-16	-3	-0.3	10
O=C(c1ccc2ncsc2c1)N1CCCC(C(F)(F)F)C1 (centres undefined)	-5	/	-1	8	4	-10	/	/	2.3	41
CCOC(=O)Cn1nnc(-c2ccc([N+](=O)[O-])cc2)n1	0	3	-10	30	0	6	-41	2	0.0	27
CC(=O)c1ccc(NC(=O)C(=O)c2cn(CC(=O)N3CCCCC3)c3ccccc23)cc1	/	1	/	18	-8	2	11	3	/	42
O=C(c1ccc(-c2nnc(-c3ccccc3)o2)cc1)N1CCCCCC1	-3	-1	28	-68	0	/	-153	1	40*	5
O=C(N[C@H](C(=O)O)c1ccccc1)C1CCC(Cn2cnc3ccccc3c2=O)CC1 (some centres undefined)	-9	-3	-6	8	-2	5	-2	-7	-0.4	14
CCCCc1nnc(NC(=O)C23CC4CC(CC(NC(C)=O)(C4)C2)C3)s1	-4	0	2	-13	9	17	-5	-5	0.1	30
O=C(NCC1CCCO1)C(=O)NCC(c1ccco1)N1CCN(c2ccccc2)CC1 (centres undefined)	-4	6	11	15	-4	-10	-25	-8	-0.7	-15
